Compound activity as filed in PubChem.
Dynein transport: dynein cargo transport inhibition; 3617.4 mouse cells, GR-EGFP nuclear translocation imaging; test concentration mostly 20 µM; stimulated with dexamethasone, 1 µM; stronger effect = lower value; 220,000 compounds, 0.47% hits; z-score, hits read low; AID 1381;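 active = plate z-score of nuclear minus cytoplasmic receptor signal below a set negative limit, without overly bright fluorescence or cell loss, cut at about -3.5 in these data, passing the limit was not always enough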;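 also: z-score of nuclear minus cytoplasmic ring GR-EGFP intensity difference per well; some compounds called inactive have numbers as strong as hits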
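Buffer or medium: tetracycline-free induction medium containing charcoal-stripped FBS / Reagent: dexamethasone agonist, 1.0 µM final, for 30 min / Technique: automated 10x imaging of fixed Hoechst-stained cells / Times: induction 48 h, compound 1 h, agonist 30 min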
Hep lipid drop: modulators of hepatic lipid droplet formation; 240,000 compounds, 0.4% hits; AML12 mouse hepatocytes, oleate lipid droplets, BODIPY imaging; AID 1656; inhibition, % at 6.5 µM;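 active = lipid droplet intensity inhibited by at least 50%, with more than 500 cells counted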
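Assay system: AML12 hepatocytes (mouse) / Also added: 100 µM oleic acid challenge / Times: overnight treatment with compound plus oleate / Detection: high-content imaging of BODIPY-stained droplets and DAPI nuclei / Evaluation: % inhibition of lipid droplet signal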
Yfh1-depleted yeast: mitochondrial function rescue without frataxin homolog – Friedreich's ataxia, plus single-dose screen, dose response (AID 1465) | 220,000 compounds, 0.074% hits | fold induction at 50 µM; hits with a dose series show EC50 in µM | S. cerevisiae Yfh1-off respiration, WST-1 reduction, 72 h; higher fold induction means a stronger effect;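 active = fold induction of absorbance versus untreated yeast above a set limit, then at least 30% activation at any dose in follow-up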;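 also: activators that raise dye reduction in frataxin-depleted yeast; strong numbers were not always called active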
Ins promoter up: MIN6 insulin promoter up-regulation. MIN6 insulin promoter-GFP reporter, high-content imaging; stronger effect = higher value. z-score at 5 µM. 190,000 compounds, 0.3% hits;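 active = z-score above 3 at 5 µM with at least 500 cells counted in the well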
MT stabilizer: microtubule stabilizers in HeLa cells; HeLa tubulin immunostaining HCS, 24 h; share of cells brighter than vehicle mean+2SD; % tubulin-high responders, % at 10 µM; 200,000 compounds, 0.83% hits; AID 2205;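 active = plate Z-score above 3 for both tubulin-high and condensed-nucleus cell shares, with cell loss under 80%, at 10 µM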;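 also: anti alpha tubulin signal scored within the nucleus-defined area of each cell; some results filed as inactive read as strong as hits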
WT yeast gro inh: growth inhibition of WT yeast, mitochondrial fusion screen; mitochondrial fusion phenotypic screen, WT strain; inhibition, % at 10 µM; 190,000 compounds, 2.1% hits; AID 1362; in the data active = inhibition above about 58%; tested in S. cerevisiae
HEK293 NOD2/NF-kB: inhibition of NOD2-driven NF-kB reporter – cell-based, luminescence, uHTS, HEK293 (AID 1566); inhibition, % at 4 µM, or EC50 in µM where a hit was titrated; 290,000 compounds, 0.63% hits; HEK293 NOD2/NF-kB luciferase reporter, luminescence; higher % means a stronger effect; in the data active = inhibition above about 50%; also: many of its hits are not listed in these tables
Autophagy mod: modulators of autophagy. MEF GFP-LC3 puncta imaging; test concentration mostly 10 µM. calls only at 10 µM (by protocol). 190,000 compounds, 0.98% hits;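 active = percentage of spot-positive cells more than 3 SD above its plate mean, without a fluorescence outlier flag or 80% toxicity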;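 also: spot-positive cell cutoff set from DMSO-treated cells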
b-catenin transl: beta-catenin nuclear translocation modulation. HeLa beta-catenin nuclear translocation, immunofluorescence imaging. nuclear translocation activity, % at 5 µM. 190,000 compounds, 0.3% hits;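 active = nuclear translocation activity above 50% at 5 µM, with a well cell count of 50 or more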;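 also: per-cell ratio of nuclear to cytoplasmic median beta-catenin stain intensity; plate controls were DMSO negative control for no effect and GSK-3 inhibitor IX positive control for full effect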
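System: Human HeLa cells, endogenous beta-catenin | Compound dosing: 5 µM primary, 0.02–20 µM confirmation | Timing: 24 h compound exposure at 37°C, 5% CO2 | Measured by: Fluorescence imaging of beta-catenin antibody stain plus DAPI | Read-out basis: % activation of per-cell nuclear versus cytoplasmic median beta-catenin signal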
WT yeast gro inh mutant strain: second read-out of WT yeast gro inh, no call of its own (marks repeat the call); inhibition, %; mitochondrial fusion phenotypic screen, mutant strain inhibition
Dynein transport cytoplasmic EGFP: also measured in Dynein transport; calls as there; z-score; measured here: cytoplasmic GR-EGFP intensity; stronger effect = higher value
Dynein transport nuclear GR-EGFP: recorded beside Dynein transport, whose call it bears; z-score; measured here: nuclear GR-EGFP intensity;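 lower value marks the stronger effect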
Dynein transport cell count: second read-out of Dynein transport, no call of its own (marks repeat the call); z-score; measured here: cell count per field
Ins promoter up cell count: also measured in Ins promoter up; calls as there; cell count; measured here: cytotoxicity, nuclei count;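 total cells summed across four imaged fields per well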
Hep lipid drop cells 6.5 µM: further read-out of Hep lipid drop, marked with its call; cell count; measured here: cell count, cytotoxicity flag;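 cells counted across two imaged fields per well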
b-catenin transl cell count 5 µM: further read-out of b-catenin transl, marked with its call; cell count; measured here: cell count, cytotoxicity flag
MT stabilizer Hoechst-high %: further read-out of MT stabilizer, marked with its call; % Hoechst-high responders; measured here: nuclear condensation Hoechst responders;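 share of cells brighter than vehicle mean plus two SD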
MT stabilizer cytotoxicity %: second read-out of MT stabilizer, no call of its own (marks repeat the call); toxicity, %; measured here: cytotoxicity by cell density;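 0% = mean cell density of plate MIN control wells and 100% = no cells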
Autophagy mod cell loss 18 h: recorded beside Autophagy mod, whose call it bears; toxicity, %; measured here: cell loss, nuclei count;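 cell loss after 18 h compound exposure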
The depositor's hits bear a star; i = inactive; / = no result given. A portion of the library; count on the stated rates, not on these rows.

entry	Molecule	MT stabilizer cytotoxicity %	HEK293 NOD2/NF-kB	Autophagy mod cell loss 18 h	Yfh1-depleted yeast	Ins promoter up	WT yeast gro inh mutant strain	Hep lipid drop cells 6.5 µM	Dynein transport cell count	Dynein transport cytoplasmic EGFP	b-catenin transl cell count 5 µM	Dynein transport	b-catenin transl	Dynein transport nuclear GR-EGFP	WT yeast gro inh	Hep lipid drop	MT stabilizer	MT stabilizer Hoechst-high %	Autophagy mod	Ins promoter up cell count
1	CCCCSc1nc(NCc2ccco2)c2c3c(sc2n1)COC(C)(C)C3	5.8	-12%	-3	i	-1.4	1	/	0.15	-0.15	892	-0.61	-2.2	0.53	44	/	1.9	1.2	i	1285
2	CCOc1ccccc1N(CC(=O)NC1CCCCC1)C(=O)CCCC(=O)Nc1ccccn1	5.0	5%	-54	i	-0.09	0	/	-0.32	-0.32	1131	0.21	-0.4	0.67	-15	/	3.7	1.6	i	1092
3	CC(C)CCn1c(CN2CCOCC2)nc2c1c(=O)n(C)c(=O)n2C	15	5%	-6	i	0.03	0	649	-2.5	0.055	1046	3.1	-0.4	2	13	21	2.9	2.2	i	1863
4	O=C(Nc1nc(-c2cccnc2)cs1)c1ccc(S(=O)(=O)N2CCOCC2)cc1	1.4	23%	-14	i	-1.6	4	/	0.38	-0.32	1350	-1.3	-1.5	-0.5	-15	/	4.2	1.7	i	1011
5	CCOC(=O)Nc1ccc2nc(N3CCCCCC3)sc2c1	/	-107%	/	i	-0.41	/	392	0.084	-0.41	469*	0.46	84*	0.48	/	-10	/	/	/	672
6	Cc1ccc(-n2c3c(cc(C(=O)NCc4ccco4)c2=O)C(=O)CC(C)(C)C3)cc1	3.5	14%	1	i	0	10	/	-0.46	-0.0083	937	0.53	-2.1	1.2	12	/	2.8	1.5	i	1063
7	O=C(NCc1ccco1)C1CCCN(S(=O)(=O)c2cnc[nH]2)C1 (stereo not drawn)	5.9	-2%	4	i	0.04	-1	/	0.26	-0.2	/	-0.72	/	-0.38	10	/	6.2	2.7	i	914
8	COc1ccc(-c2nnnn2C)cc1S(=O)(=O)NCCc1ccccc1	6.7	8%	32	i	/	3	742	0.15	-0.24	1061	0.76	-1.1	0.36	8	-10	3.4	2.3	i	/
9	CN1CCN(c2ccc(Cl)cc2NC(=O)/C=C/c2ccc(F)cc2)CC1	7.4	6%	6	i	-1.7	60*	688	-2.2	-0.016	1019	2.3	-3.5	1.3	83*	0	2.3	3.1	i	1089
10	O=C(COC(=O)CCS(=O)(=O)c1ccc(Cl)cc1)NCCc1ccccc1	5.9	3%	-13	i	0.48	1	596	-0.13	-0.24	1086	0.07	-0.7	-0.18	-9	-6	6.2	1.9	i	1635
11	CSC(=NC#N)N1CCN(C(=NC#N)SC)CC1	9.0	18%	-32	i	0.01	3	683	-1.2	-0.13	1444	2	1.0	1.2	7	5	3.4	1.7	i	1527
12	COc1ccc(Cn2c(O)c(C=Nc3ccccc3)c3ccccc3c2=O)cc1	4.6	6%	26	i	0.31	15	648	-1.2	0.19	515	0.22	-0.2	1	7	-37	1.9	1.9	i	1213
13	c1ccc(SSc2ccccc2)cc1	4.6	16%	7	i	/	9	739	0.11	-0.27	/	0.11	/	0.51	30	2	3.9	1.9	i	/
14	CCCCCCC(=O)N/N=C/c1ccc(Br)cc1	2.6	4%	7	i	-0.41	-16	618	0.62	-0.054	828	-0.13	-2.0	-0.023	-13	-2	1.8	1.2	i	1417
15	O=C(Nc1ccccc1)N(Cc1ccccc1)Cc1ccccc1	5.2	-3%	0	i	0.88	-2	/	0.37	-0.18	1342	-0.95	-3.1	-0.26	15	/	3.2	2.1	i	1542
16	COc1ccc(N2C(C(C)=O)=NN(c3ccccc3)C2c2cccs2)cc1 (stereo not drawn)	6.9	7%	23	i	-2	15	740	0.87	-0.19	/	-0.34	/	0.018	20	-13	4.1	2.7	i	783
17	CCNC(=O)CN1C(=O)NC(CCc2ccccc2)C1=O (stereo not drawn)	5.8	16%	0	i	1.5	-15	/	0.42	-0.16	1481	-0.75	-0.7	-0.17	13	/	2.1	1.7	i	1595
18	CC(C)OCCCn1c(=NC(=O)c2ccncc2)c(C#N)cc2c(=O)n3ccccc3nc21	11	16%	34	i	0.82	23	/	-0.6	-0.28	1357	1.1	6.4	0.92	3	/	4.5	2.4	i	1406
19	COc1ccccc1OCc1ccc(C(=O)NCC2CCCO2)o1 (stereo not drawn)	7.5	-17%	2	i	0.6	14	761	0.54	-0.078	855	-0.2	0.5	-0.27	9	5	1.9	1.4	i	843
20	CCc1nnc(NC(=O)C2CCN(S(=O)(=O)Cc3ccccc3)CC2)s1	6.2	10%	3	/	-0.03	-5	739	-1	-0.25	1172	0.59	3.4	0.2	0	-1	2.6	3.0	i	1188
21	Cc1ccccc1OCC(=O)Nc1cc(Cl)ccc1Oc1ccccc1	11	-13%	7	/	-0.25	-1	686	-0.44	8.5e-05	1227	1.3	-1.6	0.47	-2	-3	1.4	3.0	i	1567
22	Cc1cc2cc(CN(Cc3ccco3)C(=O)NCc3ccccc3)c(=O)[nH]c2cc1C	6.3	-1%	8	i	0.28	22	/	-0.63	-0.18	987	0.1	-3.8	0.4	50	/	6.5	2.6	i	1197
23	COc1ccc(N=C2SC(C(=O)Nc3ccc(C(=O)O)cc3)CC(=O)N2Cc2cccs2)cc1 (stereo not drawn)	/	22%	/	i	-0.03	/	717	0.22	-0.28	1213	0.0005	0.5	-0.086	/	4	/	/	/	1175
24	CCc1ccc(Cc2cnc(NC(=O)C3=NCCN3)s2)cc1	6.4	-7%	5	i	2.1	57	699	-0.52	-0.31	1116	0.13	-0.3	0.35	37	1	2.4	3.3	i	1291
25	CCN(CC)CCCNC(=O)c1nn(-c2ccccc2OC)c(=O)c2ccccc12	8.4	-2%	-3	i	-0.78	-15	727	0.44	0.41	962	-0.8	0.1	0.19	-12	-6	2.7	1.5	i	1018

Some entries already given, limited to WT yeast gro inh mutant strain.
| no. | Structure | WT yeast gro inh mutant strain |
| --- | --- | --- |
| 13 | c1ccc(SSc2ccccc2)cc1 | 9 |
| 14 | CCCCCCC(=O)N/N=C/c1ccc(Br)cc1 | -16 |

Remaining list, next part.
entry	Molecule	MT stabilizer cytotoxicity %	HEK293 NOD2/NF-kB	Autophagy mod cell loss 18 h	Yfh1-depleted yeast	Ins promoter up	WT yeast gro inh mutant strain	Hep lipid drop cells 6.5 µM	Dynein transport cell count	Dynein transport cytoplasmic EGFP	b-catenin transl cell count 5 µM	Dynein transport	b-catenin transl	Dynein transport nuclear GR-EGFP	WT yeast gro inh	Hep lipid drop	MT stabilizer	MT stabilizer Hoechst-high %	Autophagy mod	Ins promoter up cell count
26	CC1Cc2ccccc2N1C(=O)COC(=O)c1ccc(Cl)nc1 (stereo not drawn)	5.1	14%	16	i	0.33	10	664	0.82	-0.27	964	-0.22	2.5	-0.0043	7	7	1.7	1.2	i	1679
27	COc1ccc(C2=Nn3c(nnc3-c3cccnc3)SC2)cc1	19	14%	-3	i	-0.8	-9	749	0.13	-0.21	1106	-0.078	2.9	0.33	-24	-2	2.2	0.1	i	1049
28	FC(F)(F)c1cccc(N2CCN(CC3CC4C=CC3C4)CC2)c1 (stereo not drawn)	1.6	2%	0	i	1.3	-19	/	-0.91	-0.029	1214	-0.074	1.1	0.31	9	/	3.0	1.6	i	1400
29	CCn1c2c(c(C)cc1=O)C(=O)CC(C)(C)C2	9.1	16%	0	i	-0.33	-10	701	-0.89	-0.22	574	1.7	-0.4	0.93	-16	-4	0.6	4.9	i	1251
30	O=C(O)c1cc(S(=O)(=O)N2CCOCC2)c(Sc2ccccn2)cc1Sc1ccccn1	0.8	8%	7	i	0.48	12	/	-0.72	-0.14	1026	0.23	-2.5	0.55	-10	/	2.7	1.4	i	1323
31	Cc1cc(Cl)ccc1OCCCC(=O)NN	4.6	11%	-8	i	/	-25	614	-0.15	-0.13	1136	-0.42	-5.0	-0.11	5	3	2.8	2.6	i	/
32	Cc1ccc(-c2csc(Nc3ccc(S(N)(=O)=O)cc3)n2)o1	8.4	2%	14	i	-0.84	-4	657	0.29	-0.14	1136	-0.49	-3.9	-0.21	-4	3	1.1	2.7	i	1300
33	CCCOc1ccc(N2C(=O)CC(N3CCN(c4ccccc4F)CC3)C2=O)cc1 (stereo not drawn)	10	27%	-5	i	0.38	4	/	0.018	-0.2	1120	-0.68	-0.1	-0.12	13	/	4.1	3.3	i	1282
34	Cc1cc(N2CCOCC2)ccc1/C=C1\SC(=O)N(C(C)C)C1=O	5.3	-206%	-21	i	-0.96	0	/	-0.82	0.32	1405	1.2	-1.6	1.4	-11	/	3.1	0.8	i	1529
35	CC(=O)N[C@@H](Cc1c[nH]c2ccccc12)C(=O)OCC(=O)Nc1ccc(Cl)c(S(=O)(=O)N(C)C)c1	6.5	12%	1	i	-0.32	7	645	0.42	-0.33	984	0.32	0.4	-0.21	1	-6	3.3	1.3	i	1121
36	COCCCNC(=O)CCN1C(=O)COc2ccccc21	11	11%	35	i	-1	0	/	-3.6	0.097	1262	5.1	0.1	3.4	-21	/	8.5	2.7	i	1639
37	O=C(NCc1ccccc1)C(=O)NCC1COc2ccccc2O1 (stereo not drawn)	1.1	12%	48	i	/	-7	632	1.1	-0.16	157	1	47	0.45	0	-32	4.4	3.6	i	/
